# Screens from PubChem BioAssay.
# hcGAS inh = inhibitors of human cGAS. 290,000 tested, 0.081% active. inhibition, % at 12.5 µM. AID 1259398. recombinant h-cGAS, ATP depletion, Kinase-Glo luminescence;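 also: 0% = vehicle reaction and 100% = reaction without DNA for no activity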
# Target sequence (Q8N884 whole entry, looked up): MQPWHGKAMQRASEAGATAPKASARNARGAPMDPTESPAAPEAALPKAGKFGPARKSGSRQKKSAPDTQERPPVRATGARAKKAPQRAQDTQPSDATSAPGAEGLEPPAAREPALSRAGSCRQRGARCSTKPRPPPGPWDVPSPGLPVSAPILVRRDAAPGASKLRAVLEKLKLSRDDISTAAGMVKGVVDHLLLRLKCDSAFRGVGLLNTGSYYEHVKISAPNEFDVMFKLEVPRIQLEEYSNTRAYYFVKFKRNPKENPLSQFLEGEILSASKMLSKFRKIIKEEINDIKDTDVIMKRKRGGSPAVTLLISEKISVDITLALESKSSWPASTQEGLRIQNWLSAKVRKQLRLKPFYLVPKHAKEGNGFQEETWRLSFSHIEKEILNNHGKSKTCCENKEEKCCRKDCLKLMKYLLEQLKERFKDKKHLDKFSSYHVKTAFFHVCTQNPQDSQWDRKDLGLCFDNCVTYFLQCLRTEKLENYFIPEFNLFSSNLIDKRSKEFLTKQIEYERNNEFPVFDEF
# mcGAS lum = blocks mouse cGAS activity; recombinant cGAS, Kinase-Glo ATP depletion luminescence; inhibition, % at 12.5 µM; 160,000 tested, 0.15% active;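 also: 0% = negative control wells and 100% = reference inhibitor with no enzyme activity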
# NPYLR7 agonist = mosquito NPYLR7 agonism. 270,000 tested, 0.15% active. HEK293T NPYLR7/Galpha15, GCaMP6s calcium fluorescence. AID 1259423. activation, % at 10 µM; in the data active = activation above about 40%;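 also: 0% = vehicle and 100% = reference agonist at the receptor; some compounds past the cut are filed as inactive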
# Numbers without * were called inactive; . = not tested or not shown. Rule as the data show it, unless noted: active = inhibition above about 40%; inactive = the rest.
SMILES,hcGAS inh,mcGAS lum,NPYLR7 agonist
Cc1cc(C(=O)Cn2nnc(-c3cccs3)n2)c(C)n1Cc1cccs1,-7,.,3
COc1ccccc1CNC(=O)C1(C)CCN1Cc1ccc(OC(F)(F)F)cc1 (stereo not given),-2,-3,-2
COC(=O)CNC(=O)c1ccn(-c2cccc(Br)c2)n1,-7,-12,3
CC(C)N(Cc1nc2scc(-c3ccccc3Cl)c2c(=O)[nH]1)CC(O)c1ccccc1 (stereo not given),-7,-4,12
c1cnc(Oc2cccc(CNC3CCCC3)c2)nc1,-13,.,5
c1csc(-c2noc(CSc3nnc4ccccn34)n2)c1,-2,.,-1
CCN(CCO)c1nc(Nc2ccccc2)c2cnn(-c3ccccc3)c2n1,2,0,1
O=C(Cn1cc(Br)ccc1=O)NCc1ccco1,1,.,-2
O=C(O)[C@H]1C[C@@H](C(=O)NCc2ccncc2)CN(C(=O)CCC2CCCC2)C1,-4,.,5
Cc1cc(O)cc(C)c1Cl,1,.,-7
CC(C)N(C(=O)Cn1cnc2sc3c(c2c1=O)CCC3)C(C)C,0,5,10
O=C(Cc1ccc(F)cc1)Nc1ccc(SCC(=O)N2CCCC2)nn1,-5,-2,0
CN1[C@@H](CCC(=O)NCc2ccco2)CNC(=O)[C@@H]2[C@H]1CCN2CC(C)(C)C,-7,-7,-7
C=CCNc1ncnc2c1nnn2C,-8,.,13
COc1ccccc1NC(=O)Cn1nc(C2CC2)c2cnn(-c3ccc(F)cc3)c2c1=O,-4,.,6
O=C(c1csc(Nc2ccc(OC(F)F)cc2)n1)N1CCN(Cc2ccccc2)CC1,-8,.,13
N#Cc1cccc(Cl)c1N1CC(O)C1,-5,.,0
CCN(C(=O)c1ccc(C)s1)C(C)c1cccc(OC)c1 (stereo not given),-4,.,2
CCn1c(C2CCCN(C(=O)Cn3ccc4ccccc43)C2)nn(C)c1=O (stereo not given),0,-3,4
O=c1[nH]cnc2c1nnn2-c1ccccc1,-10,.,-6
CN(c1cc(C(=O)NCc2ccc(Cl)cc2)c2ccccc2n1)C1CCCCC1,-7,-6,5
COc1ccccc1-n1ccnc1-c1ccc(OCC(N)=O)cc1,-3,.,-3
O=C(COC(=O)c1ccccc1Nc1ccccc1)NCC1CC1,-2,.,-5
CCN(Cc1noc(CC(C)C)n1)C(=O)c1cc(C)[nH]c(=O)c1,-9,.,17
CSc1nn(CC(=O)Nc2ccc(F)c(F)c2)c(N)c1S(C)(=O)=O,-1,-1,-15
Cc1c(C(=O)NCc2ccco2)c(CC(C)C)nn1Cc1ccccc1,-7,-5,19
Cc1sc2nc(-c3cccc(NC(=O)Cn4ccnc4)c3)[nH]c(=O)c2c1C,-1,-13,6
CCCN1CCN(C(=O)c2nc(N)nc3c2CCCC3)[C@H]2CS(=O)(=O)C[C@H]21,-7,-6,.
Cc1nn(-c2ccc3nncn3n2)c2c1C(c1ccc(F)cc1)CC(=O)N2 (stereo not given),-3,.,-14
Cc1ccc(COC2CCCN(C(=O)c3ccccc3C)C2)cc1 (stereo not given),0,-2,6
CCCn1c(=O)c2c(nc3n2CCCN3c2ccc(Br)cc2)n(C)c1=O,-2,.,-1
O=C(CCN1CCCCO1)N[C@@H](Cc1c[nH]c2ccccc12)C(=O)O,-3,.,0
Cc1c(C(=O)NCCCN2CCOCC2)cnc2c(-c3cccc(C(F)(F)F)c3)cnn12,-2,-6,19
C/C=C/COC(=O)C1=C(C)NC(=O)NC1c1cc(OC)c(OC)c(OC)c1 (stereo not given),-3,-5,-1
Nc1nnc(-c2ccc(Cl)cc2Cl)s1,-9,-3,-4
Cn1ncc2c(N3CCCCC3)nc(NCCCO)nc21,-4,-8,3
CN(Cc1cc(C2CC2)n[nH]1)C(=O)c1cc(Cn2ccc3ccccc32)[nH]n1,-5,.,4
Cc1cc(C2=NNC(=CN3CCc4sccc4C3c3cccs3)O2)c(C)o1 (stereo not given),-8,.,8
CCOC(=O)CNc1c(-c2ccc(O)c(OC)c2)nc2cc(C)ccn12,-5,-1,-8
O=C1NC(=O)[C@@H]2CN(Cc3cc4n(n3)CCCNC4)C[C@H]12,-7,.,-3

# 4 entries from above, reformatted.
mol | hcGAS inh | mcGAS lum | NPYLR7 agonist
C/C=C/COC(=O)C1=C(C)NC(=O)NC1c1cc(OC)c(OC)c(OC)c1 (stereo not given) | -3 | -5 | -1
Nc1nnc(-c2ccc(Cl)cc2Cl)s1 | -9 | -3 | -4
Cn1ncc2c(N3CCCCC3)nc(NCCCO)nc21 | -4 | -8 | 3
CN(Cc1cc(C2CC2)n[nH]1)C(=O)c1cc(Cn2ccc3ccccc32)[nH]n1 | -5 | . | 4

# Following part.
SMILES,hcGAS inh,mcGAS lum,NPYLR7 agonist
O=C(Cn1c2ccccc2c(=O)c2ccccc21)NCC(=O)OCC1CC1,-7,-7,-2
Cc1noc(C)c1CN(C)C(=O)NCc1ccccc1Cl,-5,.,-21
COCCN1N=C(C)C(C)n2c1nc1c2c(=O)n(Cc2cccc3ccccc23)c(=O)n1C (stereo not given),-7,-5,3
COc1ccc(CN(CCc2c[nH]c3ccccc23)C(=O)CN(C(C)C)S(=O)(=O)c2ccc(Br)cc2)cc1OC,-1,-1,4
COc1ccc(CC(=O)NCC#Cc2cccc(C(F)(F)F)c2)c(OC)c1,-8,.,6
COCCCNc1ncnc2c1nc1n2CCCCC1,-3,.,4
CCOC(=O)c1c(-c2cc(C)ccc2C)csc1N,-3,-6,-6
CCn1cc(C#N)c(=O)n(CC(=O)N2CCCC3CCCCC32)c1=O (stereo not given),-7,.,1
Cc1cc(Cn2ccc3c2C(C(=O)NCCc2cccs2)CCC3)no1 (stereo not given),-4,.,4
Cc1ccccc1C(c1ncccc1C)N(C)C(=O)C1CCN(CC(C)C)CC1 (stereo not given),-5,-4,12
CN(C(=O)c1coc(CN2CCN(Cc3ccccc3)CC2)n1)C1CCCCC1,-10,.,3
COc1cccc(Oc2ccc(CNC(=O)N3CCC(C)C3)cn2)c1 (stereo not given),1,-1,-3
Cc1cccn2c(NC(C)(C)CC(C)(C)C)c(-c3ccccc3Cl)nc12,-7,-8,4
COc1ccc(F)c(F)c1CN1CCC2(CCNC(=O)CC2)CC1,-6,.,1
O=C(CC1=CCCCC1)N1CCC2(CCCN(Cc3cccc(F)c3F)C2)C1 (stereo not given),-3,.,9
O=C(NC1CC1)c1ccc(NC(=O)N2CCCC2C2CCCCC2)cc1Cl (stereo not given),-7,.,3
COc1ccccc1-n1[nH]nnc1=S,-6,.,0
Clc1cccnc1-c1cccc2[nH]ccc12,1,.,4
CC(C)CNC(=O)C(c1ccccc1)N(C(C)C)C(C)C (stereo not given),-1,-2,3
CCOC(=O)N1CCN(S(=O)(=O)c2cnc[nH]2)CC1,-9,.,16

# Entries of single compounds, looked up by structure:
# `c1csc(-c2noc(CSc3nnc4ccccn34)n2)c1` as listed: hcGAS inh = -2; mcGAS lum = .; NPYLR7 agonist = -1
# `CCN(Cc1noc(CC(C)C)n1)C(=O)c1cc(C)[nH]c(=O)c1` as listed: hcGAS inh = -9; mcGAS lum = .; NPYLR7 agonist = 17
# `Cc1c(C(=O)NCCCN2CCOCC2)cnc2c(-c3cccc(C(F)(F)F)c3)cnn12` as listed: hcGAS inh = -2; mcGAS lum = -6; NPYLR7 agonist = 19

# 7 compounds from above, arranged by molar mass, high to low.
SMILES,hcGAS inh,mcGAS lum,NPYLR7 agonist
CN(C(=O)c1coc(CN2CCN(Cc3ccccc3)CC2)n1)C1CCCCC1,-10,.,3
O=C(NC1CC1)c1ccc(NC(=O)N2CCCC2C2CCCCC2)cc1Cl (stereo not given),-7,.,3
Cc1cccn2c(NC(C)(C)CC(C)(C)C)c(-c3ccccc3Cl)nc12,-7,-8,4
COc1cccc(Oc2ccc(CNC(=O)N3CCC(C)C3)cn2)c1 (stereo not given),1,-1,-3
CC(C)CNC(=O)C(c1ccccc1)N(C(C)C)C(C)C (stereo not given),-1,-2,3
Clc1cccnc1-c1cccc2[nH]ccc12,1,.,4
COc1ccccc1-n1[nH]nnc1=S,-6,.,0

# More structures
SMILES,hcGAS inh,mcGAS lum,NPYLR7 agonist
C=CCCOC(=O)N1CC(=O)N(CCc2ccccc2)CC(O)C1 (stereo not given),0,-4,4
N#CC1(NC(=O)CSc2nnc(C3CC3)o2)CCCC1,-2,.,7
CCCc1ccc(C(O)c2ncc(-c3cccc(C)c3)[nH]2)cc1 (stereo not given),-11,.,1
Cc1ccc(NC(=O)c2ccc(NS(=O)(=O)c3ccc4[nH]cc(C(=O)O)c(=O)c4c3)cc2)cc1,-2,-5,-7
CCOC(=O)COc1ccc(C(O)(C(=O)OCC)C(F)(F)F)c(O)c1 (stereo not given),-5,.,1
CCCCCC(=O)N1CCC(=O)N(CCOC)C[C@H]2COc3ccc(C)cc3[C@H]21,-2,-6,1
CCN(C)c1c(C)nc2c(OCc3ccc(S(=O)(=O)N(C)C)cc3)cccn12,0,-2,5
Cc1ccccc1NC(=O)CSCCCOc1ccc(F)cc1,0,.,5
O=C(c1c2c(nc3ccccc13)-c1ccccc1CC2)N1CC=CCC1,-10,.,0
CCc1nc2n(n1)C(=O)C(C(c1cccc(Cl)c1)N1CCN(C)CC1)S2 (stereo not given),-6,-8,-3
O=C(CSc1ccc(-c2ccc(-n3ccnc3)cc2)nn1)NCc1ccccc1Cl,-3,-7,14
CCOC(=O)C1=C(COC(=O)CCC(=O)c2cc(C)sc2C)NC(=O)NC1C (stereo not given),2,.,-5
Cn1cc(CN2CCN(C(=O)c3ccco3)CC2)c(-c2cccc(Cl)c2)n1,-1,-5,-3
COc1ccc(/C=C/C(=O)NNC(=O)COc2ccccc2C)cc1,-8,-7,4
Cc1nn(-c2ccccc2)c(C)c1CN(C)C(=O)C=Cc1cnn(-c2ccccc2)c1,-2,-6,1
O=C(Nc1ccccc1)N1CCN(C(c2ccccc2)c2ccc(Br)cc2)CC1 (stereo not given),-5,-8,23
N#C/C(=C/c1ccc(Cl)cc1)c1n[nH]c(=O)c2ccccc12,0,3,-10
COCCNC(=O)c1cc2scc(Br)c2n1Cc1cccc(F)c1,-2,-2,.
COc1ccc2c(c1OC)C(=O)N(c1ccc(Cl)cc1)C2,-3,.,-5
Cc1ccc(-n2ccnc2SCC(=O)NCCC(=O)N2CCCC2)cc1C,-6,.,2
CCC(CC)NC(=O)c1ccc(N2CCC(C)CC2)c([N+](=O)[O-])c1,-5,-8,-5
CC1Sc2ccccc2N(Cc2cccc(C(F)(F)F)c2)C1=O (stereo not given),4,.,5
COCC(=O)Nc1nc2ccccc2n1C1CCCCC1,-9,-5,-3
CCCC1(C2CCN(C(=O)COc3ccccc3)CC2)NC(=O)N(CCc2ccccn2)C1=O (stereo not given),-6,-10,21
CCOC(=O)c1cc(-c2ccc(OC)cc2)n(-c2ccc(C(=O)NCCCOC(C)C)cc2)n1,-3,-6,-2
CCN1CCN(c2c(CN(CCOC)C(=O)c3cccc(Br)c3)c(C)nn2-c2ccccc2)CC1,-5,-5,1
CC(C)N(Cc1nc(-c2ccco2)no1)CC1COc2ccccc2O1 (stereo not given),-7,-8,.
CCOC(=O)COc1ccc2c(=O)c(-c3ccccc3)c(C)oc2c1,3,-1,-6
COC(=O)c1c(SCC(=O)Nc2ccc(C)cc2)nc(=O)[nH]c1C,-6,.,3
COc1cccc(CNC(=O)C(C)N2CCC(COc3ccccn3)CC2)c1 (stereo not given),-7,-17,5
CCc1ccccc1NC(=O)CSc1nc2c(-c3ccccc3)c[nH]c2c(=O)n1C,-7,-7,-1
Cc1cc(=O)[nH]c(N2CCOCC2)n1,-9,-7,3
Nc1ncc(CN2CCN(c3cccc(C(F)(F)F)n3)CC2)cn1,-6,-12,-6
Nc1ncc([N+](=O)[O-])c(N2CCCCC2)n1,-8,.,4
COCC1(C(=O)N(C)Cc2n[nH]c3c2CCCCC3)CCC1,-6,.,11
CCOc1cccc(/C=N\Nc2nc(N3CCCC3)nc(N3CCCC3)n2)c1O,-3,-4,-8
CC=CCn1c(=O)c2c(nc3n(CC(=O)OCC)c(C)cn23)n(C)c1=O,-7,.,5
O=C(Nc1cccc(Cl)c1)N1CCCC(OCC2CC2)C1 (stereo not given),0,-3,-2
COc1ccc(Cl)c(CN2CCN(c3ccc(C(N)=O)cn3)CC2)c1F,-3,.,9
Cc1ccc(CN(Cc2ccc3c(c2)OCO3)C(=O)CN(CCN2CCOCC2)S(=O)(=O)c2ccc(Br)cc2)o1,-18,-7,-10
Cc1ccc(CN(C)Cc2cc(=O)n3ccsc3n2)cc1,-14,.,18
COCC(C)NC(=O)c1cc2c(=O)n3ccccc3nc2n1C (stereo not given),-9,-4,0
O=C(c1nc2ccccc2[nH]c1=O)N1CCC(N2CCCC2=O)CC1,4,.,0
CCc1ccc(-n2c(C)cn3c4c(=O)n(CCCO)c(=O)n(C)c4nc23)cc1,-1,.,11
CCc1cc(N2CCCN(C(=O)COC)CC2)nc(N2CCOCC2)n1,-11,.,2
CCCn1ncc(CN2CCN(Cc3ccccc3F)C(CCO)C2)c1C (stereo not given),-6,.,-5
Cn1cnnc1Sc1ccccc1NC(=O)COc1ccc2oc3c(c2c1)CCCC3,-19,-4,7
COc1cccc(C(=O)Nc2cccc(-n3nc(OC(C)C)nc3-c3ccccc3C)c2)c1,-4,-5,.
O=C1Nc2ccccc2NC1Oc1cccc(Cl)c1 (stereo not given),-7,.,-2

# Hits appear at their usual frequency (roughly 0.26% active in at least one column).
